Compound activity: PubChem BioAssay, several laboratories
Rac1 GTP hydrolysis – MgcRacGAP GTPase-activating activity inhibitors, confirmation, biochemical, ADP Hunter fluorescence; 340,000 tested, 0.6% active; MgcRacGAP-stimulated Rac1 GTP hydrolysis, ADP Hunter fluorescence; higher % means a stronger effect; GST-tagged Rac1 F28L mutant substrate; AID 624330; inhibition, % at 30 µM; hits with a dose series show IC50 in µM;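 active = first-screen hits whose inhibition reached a set limit at any dose in the follow-up dose series; inconclusive = inhibition above the set first-screen limit but never retested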;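 also: fluorescence reports GDP produced by GAP-driven GTP hydrolysis; strong numbers were not always called active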
NTR1 ag – NTR1-driven beta-arrestin-GFP spot formation – imaging, U2OS cells, high content, primary screen (AID 493036); activation, % at 20 µM; agonist mode; 330,000 tested, 0.17% active;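 active = activation at or above 40% of the spot to cytoplasm intensity ratio, with at least 20 cells analyzed; inconclusive = wells under 20 cells, flagged as cytotoxic or low count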;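 also: 0% = DMSO without peptide and 100% = 100 nM NTR1 peptide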
Target sequence (P30989 whole entry, looked up): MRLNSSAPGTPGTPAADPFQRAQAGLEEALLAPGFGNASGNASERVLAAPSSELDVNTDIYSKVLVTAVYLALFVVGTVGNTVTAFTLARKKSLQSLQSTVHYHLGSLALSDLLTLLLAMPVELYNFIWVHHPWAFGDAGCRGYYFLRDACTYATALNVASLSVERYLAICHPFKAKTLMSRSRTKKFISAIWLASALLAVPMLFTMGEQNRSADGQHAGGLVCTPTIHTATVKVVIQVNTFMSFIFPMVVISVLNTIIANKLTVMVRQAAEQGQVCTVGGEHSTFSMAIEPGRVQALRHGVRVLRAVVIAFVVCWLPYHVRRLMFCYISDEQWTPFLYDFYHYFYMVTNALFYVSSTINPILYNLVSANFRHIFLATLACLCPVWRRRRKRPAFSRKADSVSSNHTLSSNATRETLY
K1F lysis inhibition – protection from phage-mediated lysis, alamar blue read-out – E. coli UTI89, K1F phage, bacterial capsule biogenesis inhibitors (AID 488966); one-dose inhibition, % at 100 µM; IC50 in µM for titrated hits; E. coli UTI89 K1F phage lysis, alamar blue, 2 h; higher % means a stronger effect; 340,000 tested, 0.02% active;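 active = phage lysis inhibition, versus mean bacterial control, above a set limit; inconclusive = no clear call, values can overlap the other calls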;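 also: capsule biogenesis inhibitors block K1F phage lysis so surviving cells raise fluorescence; higher fluorescence means more inhibition of phage lysis; actives were called in the ten point dose series up to 300 µM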
NTR1 ag cell count 20 µM – further read-out of NTR1 ag, marked with its call; cell count; measured here: cell count, cytotoxicity flag
* marks the source's active call; other numbers are inactive results; u = inconclusive; [ ] = dose if it differs, or a comment. Some of the compounds tested; the hit share may differ from the screen's.

molecule	Rac1 GTP hydrolysis	NTR1 ag	NTR1 ag cell count 20 µM	K1F lysis inhibition
CN1CCCC1CCNc1ccc2sc3ccccc3c(=O)c2c1 (stereo not given)	15%	-5.6	89	4.7%
COC(=O)c1ccc(CNC(=O)COC(=O)/C=C/c2ccc(O)c(OC)c2)cc1	44µM*	-2.7	56	-6.3%
Cc1ccnc(SCCn2c(N3CCOCC3)nc3c2c(=O)[nH]c(=O)n3C)n1	6%	0.8	82	0.2%
COc1ccc(C)cc1NC(=O)COC(=O)CCC(=O)c1cccs1	1%	-1.0	52	0.3%[50 µM]
O=C(CSc1nnc(Nc2ccccc2F)s1)NC1CCCC1	-2%	1.0	51	0.9%[50 µM]
O=C(COC(=O)c1ccccc1O)Nc1cccc(S(=O)(=O)N2CCCC2)c1	2%	0.7	61	0.8%[50 µM]
CCOc1ccc(C(=O)NCC(=O)N2CCN(Cc3ccccc3)CC2)cc1	3%	-1.1	56	0.4%[50 µM]
CC[C@H](C)[C@@H](C(=O)NCCCCCCCCCCC(=O)N1CCNCC1)n1cc(CCCCCN)nn1	4%	0.4	69	12%
O=C(NCCCn1ccnc1)C1CCN(S(=O)(=O)c2cc([N+](=O)[O-])ccc2Cl)CC1	4%	1.1	78	2.6%
CCN(CC(=O)Nc1c(F)cccc1F)C(=O)CCSc1ccc(F)cc1	2%	-0.8	63	1.7%[50 µM]
CCc1cccc(NC(=O)COC(=O)c2cc([N+](=O)[O-])ccc2N2CCOCC2)c1	3%	1.6	69	0.7%[50 µM]
CN(C)S(=O)(=O)c1cc(C(=O)Nc2ccn(C)n2)c(Cl)cc1Cl	3%	-1.6	43	0.7%[50 µM]
COc1ccccc1OCC(=O)Nc1cc(Cl)ccc1N1CCCCC1	6%	7.3	64	0.9%[50 µM]
Cc1ccc(NC(=O)CN(C)C(=O)COc2ncnc3ccc(Br)cc23)cc1	2%	-3.0	46	0.5%[50 µM]
CC(C)(CNC(=O)CNC(=O)c1ccc(Cl)cc1Cl)N1CCOCC1	1%	-0.4	68	-1.2%
COc1ccc(S(=O)(=O)N2CCN(CC(=O)NCC3(N4CCOCC4)CCCCC3)CC2)cc1	5%	1.0	60	0.9%[50 µM]
Cc1noc(C)c1NC(=O)Nc1cccc2c1O[C@H](CN(C)S(=O)(=O)c1ccccc1)[C@@H](C)CN([C@H](C)CO)C2=O	0%	-0.1	56	0.1%
COc1ccc(-c2csc3ncnc(N4CCN(C(=O)c5ccco5)CC4)c23)cc1	4%	3.1	53	-2.0%
CCCn1c(=O)c2c(ncn2C)n(CCC)c1=O	5%	0.2	63	1.7%
O=S(=O)(N=C(NS(=O)(=O)c1ccc(Cl)cc1)c1ccccc1)c1ccc(Cl)cc1	5%	-0.8	47	-1.2%
COc1ccc(CC(=O)Nc2cccc(C(C)=O)c2)cc1S(=O)(=O)N1CCOCC1	5%	-0.9	70	1.2%[50 µM]
Cc1ccc(S(=O)(=O)NC(=O)c2cccc(N(C)C)c2)cc1	7%	-0.1	62	0.8%[50 µM]
CN1CC[C@]23c4ccccc4N[C@H]1[C@]21CCN(C)[C@H]3Nc2ccccc21	8%	-1.5	63	2.8%
COC(C[C@H]1O[C@@H]1[C@H](O)[C@H](C)OCc1ccccc1)OC	13%	-2.0	80	0.8%
Cc1ccc(C)c(OCC(=O)NCC2COc3ccccc3O2)c1 (stereo not given)	7%	1.5	80	0.5%[50 µM]
CC1CCN=C(N)S1 (stereo not given)	3%	1.1	52	3.5%
O=C(c1ccc(-c2ccc([N+](=O)[O-])cc2)o1)N1CCN(S(=O)(=O)c2cccs2)CC1	9%	15	59	-0.5%[50 µM]
CCCCCN=C(N)N/N=C/c1c[nH]c2ccc(OC)cc12	u	11	13	-20%
CC(C)c1cccc(C2=CC(=O)C[C@H](c3ccc4c(c3)OCO4)C2)c1	7%	2.4	64	0.6%
CC(C)N(Cc1ccccc1)C(=O)CN1c2cccc3cccc(c23)S1(=O)=O	2%	7.6	59	-0.4%
COc1ccc(CN(C)C(=O)[C@H](Cc2ccccc2)NC(=O)c2ccco2)c(OC)c1	0%	-0.8	56	0.5%[50 µM]
COc1ccc(C(CNC(=O)C2COc3ccccc3O2)N2CCCC2)cc1 (stereo not given)	7%	-0.8	64	0.5%[50 µM]
COCCCNC(=O)CSc1nc2ccc(N3CCOCC3)cc2c(=O)n1CCc1ccccc1	11%	3.1	74	0.2%
CCc1ccc(OCC(=O)Nc2ccc(S(=O)(=O)N3CCOCC3)cc2)cc1	5%	1.7	63	0.6%[50 µM]
O=C(COC(=O)CCC(=O)c1ccc(F)cc1)NCc1ccc(Cl)cc1	4%	-1.9	61	0.8%
CN(CC(=O)Nc1ccc(N2CCOCC2)cc1)C(=O)c1cccc(Cl)c1Cl	2%	-0.8	59	0.9%[50 µM]
CC(C)CCNC(=S)Nc1ccc(F)cc1	7%	-1.0	70	5.6%
Cc1cccc(C(=O)Nc2cc(S(=O)(=O)N3CCOCC3)ccc2N2CCCCC2)c1	1%	1.8	54	0.2%[50 µM]
CC(C)(C)OC(=O)CC[C@@H](C(=O)NCCCCCCCCCCC(=O)N1CCN(C(=O)OC(C)(C)C)CC1)n1cc(CCCCCNC(=O)OC(C)(C)C)nn1	0%	-0.4	89	-3.2%
Cc1cc(C)cc(OCC(=O)Nc2ccc(-n3cnnn3)cc2)c1	3%	-0.7	90	0.3%[50 µM]
C[C@]12c3[nH]c4ccccc4c3CCN1C(=O)C(CC(=O)NCc1cccc(C(F)(F)F)c1)C[C@@H]2C(=O)N1CCCCC1 (stereo not given in full)	8%	5.5	53	0.4%
COc1ccc(NC(=O)CN(C)C(=O)c2ccc3c(c2)NC(=O)CS3)cc1	3%	0.3	47	0.3%[50 µM]
Nc1nnn(-c2ccccc2)c1-c1ccccc1	-2%	0.3	54	0.3%
Cc1c(NC(=O)C(C)OC(=O)CCc2c[nH]c3ccccc23)c(=O)n(-c2ccccc2)n1C (stereo not given)	3%	0.2	72	-0.8%
COc1ccccc1NC(=O)C(C)OC(=O)CSCC(=O)Nc1ccc(C)cc1C (stereo not given)	3%	0.8	60	0.5%[50 µM]
C=CCSc1nnc(NC(=O)c2ccc(N3CCCC3=O)cc2)s1	2%	-1.2	37	0.5%[50 µM]
O=c1ccc(S(=O)(=O)N2CCCC2)cn1Cc1ccc(F)cc1	2%	1.2	55	-0.7%
CCOc1ccc(S(=O)(=O)N2CCCCC2)cc1NC(=O)CSCc1c(C)noc1C	7%	-0.6	57	0.3%[50 µM]

An excerpt from above in order of formula weight, ascending:
molecule	Rac1 GTP hydrolysis	NTR1 ag	NTR1 ag cell count 20 µM	K1F lysis inhibition
Nc1nnn(-c2ccccc2)c1-c1ccccc1	-2%	0.3	54	0.3%
CCOc1ccc(C(=O)NCC(=O)N2CCN(Cc3ccccc3)CC2)cc1	3%	-1.1	56	0.4%[50 µM]
O=C(COC(=O)c1ccccc1O)Nc1cccc(S(=O)(=O)N2CCCC2)c1	2%	0.7	61	0.8%[50 µM]
Cc1noc(C)c1NC(=O)Nc1cccc2c1O[C@H](CN(C)S(=O)(=O)c1ccccc1)[C@@H](C)CN([C@H](C)CO)C2=O	0%	-0.1	56	0.1%

Carrying on.
molecule	Rac1 GTP hydrolysis	NTR1 ag	NTR1 ag cell count 20 µM	K1F lysis inhibition
Cc1cc(C)n(-c2ccc(C(=O)N3CCN(S(=O)(=O)c4ccc(Cl)cc4)CC3)cc2)n1	5%	1.3	59	0.9%[50 µM]
O=C(COC(=O)c1cccc(F)c1)NC(=O)NC1CCCC1	7%	-0.8	39	-0.2%
COc1ccc(NC(=O)CN(C)C(=O)CCCSc2nc3ccccc3[nH]2)cc1	7%	-1.0	71	2.6%[50 µM]
CCC(=O)NC(=S)Nc1ccccc1C(F)(F)F	8%	-0.4	50	-0.1%
CCOC(=O)C1=C(COC(=O)COc2ccc(C(=O)CC)cc2)NC(=O)NC1C (stereo not given)	4%	1.0	49	1.6%[50 µM]
O=C(C1=COCCO1)N1CCN(S(=O)(=O)c2cccc(Br)c2)CC1	1%	-0.9	53	0.4%[50 µM]
Cc1ccc(CNC(=O)c2ccc(N3CCC4(CC3)CC(c3cccc(Br)c3)=NO4)c(N)c2)cc1	4%	0.8	89	0.5%
COc1ccc(C(=O)NCc2ccccc2CN2CCCC2)cc1S(=O)(=O)N1CCOCC1	13%	-0.5	56	1.8%[50 µM]
CCN1CCN(C(=O)c2cc(S(=O)(=O)N3CC(C)CC(C)C3)ccc2Cl)CC1 (stereo not given)	5%	1.3	57	1.4%[50 µM]
Cc1cc(C)n(CC(=O)NNC(=O)COc2ccc(Br)cc2F)n1	2%	-0.8	50	0.7%[50 µM]
CN(C(=O)c1ccc(NC(=O)Cc2ccc(NC(=O)C3CCCN(C(=O)C4CCCC4)C3)cc2)cc1)C1CC1 (stereo not given)	11%	-2.2	73	0.7%
O=C(Cc1c[nH]c2ccccc12)N1CCN(S(=O)(=O)c2ccc(Cl)cc2)CC1	2%	-0.3	56	0.8%[50 µM]
Cc1nc(SCC(=O)NCC2CCCO2)nc(C)c1C (stereo not given)	6%	2.8	54	1.5%[50 µM]
COc1ccccc1C(=O)NC(=O)COC(=O)c1ccc(Br)o1	7%	-0.3	63	1.2%[50 µM]
CCOc1ccc(NS(=O)(=O)c2ccc3[nH]cc(C(=O)NC(C)CC)c(=O)c3c2)cc1 (stereo not given)	5%	5.7	56	-1.2%
Cc1cccnc1NC(=O)c1ccc(NS(=O)(=O)c2ccc3[nH]c(=O)[nH]c3c2)cc1	5%	-0.2	55	1.4%[50 µM]
CC(C)(C)c1ccc(C(=O)NNC(=O)CNC(=O)c2cccs2)cc1	-8%	-0.6	68	0.7%[50 µM]
C#CCOCCOCCOCCNc1nc(N2CCN(C(=O)CCCCCCCCCCNC(=O)[C@H]([C@@H](C)CC)n3cc(CCCCN=C(N)N)nn3)CC2)nc(N2CCN(C(=O)CCCCCCCCCCNC(=O)[C@@H]([C@H](C)O)n3cc(C)nn3)CC2)n1	8%	8.8	43	-1.3%
O=CNc1ccccc1	2%	-0.7	56	-0.5%
NCC(=O)NCC(=O)NC[C@H]1O[C@@H](n2cnc3c(N)ncnc32)[C@H](O)[C@@H]1O	10%	3.3	56	0.2%
COc1cccc([C@@H]2CC=C(C(=O)O)[C@H](c3ccccc3F)N2S(=O)(=O)c2ccc(C)cc2)c1	0%	2.7	95	-1.6%
COC(=O)c1ccc(NC(=O)COc2ccc(N(C)S(=O)(=O)c3ccc(C)cc3)cc2)cc1	1%	-0.6	59	0.6%[50 µM]
COc1ccc(NS(=O)(=O)c2cccc(C(=O)NCCCN3CCOCC3)c2)cc1	7%	-0.2	73	1.0%[50 µM]
CSCC[C@H](NC(=O)c1cccc(S(=O)(=O)N2CCCCCC2)c1)c1nc2ccccc2[nH]1	0%	-1.3	44	0.8%

Grouped by structure, those above with a nitro group on carbon (3)
molecule	Rac1 GTP hydrolysis	NTR1 ag	NTR1 ag cell count 20 µM	K1F lysis inhibition
O=C(NCCCn1ccnc1)C1CCN(S(=O)(=O)c2cc([N+](=O)[O-])ccc2Cl)CC1	4%	1.1	78	2.6%
CCc1cccc(NC(=O)COC(=O)c2cc([N+](=O)[O-])ccc2N2CCOCC2)c1	3%	1.6	69	0.7%[50 µM]
O=C(c1ccc(-c2ccc([N+](=O)[O-])cc2)o1)N1CCN(S(=O)(=O)c2cccs2)CC1	9%	15	59	-0.5%[50 µM]

(listing goes on)
molecule	Rac1 GTP hydrolysis	NTR1 ag	NTR1 ag cell count 20 µM	K1F lysis inhibition
COc1ccc(NC(=O)CNC(=O)C2CCCCC2)cc1OC	0%	-1.5	51	-0.3%[50 µM]
CC(C)(C)[C@H]1COC(=O)CC/C=C\C[C@H](CC(=O)N(CCO)Cc2ccccc2)C(=O)N1	6%	-0.5	61	0.2%
COc1ccc([C@H]2CC(=O)C=C(c3ccccc3C(F)(F)F)C2)cc1	11%	1.7	59	0.1%
Cc1cccc(C(=O)NC(=S)NCc2ccccc2)c1	4%	2.2	54	-0.3%
CNC(=O)c1[nH]cnc1C(=O)Nc1cccc(Cl)c1	9%	-0.1	63	0.6%
CCN(CC(=O)NCc1cccs1)C(=O)c1ccc(S(=O)(=O)Nc2ccccc2)cc1	3%	0.0	48	1.4%[50 µM]
Cc1ccc(C2=NOC(C)(c3sc(-c4ccc(Cl)cc4)nc3C)C2)cc1 (stereo not given)	3%	-2.4	56	-0.1%
Cc1ccccc1NC(=O)C(C)OC(=O)c1ccccc1C(=O)N(C)c1ccccc1 (stereo not given)	8%	0.3	70	0.2%[50 µM]
O=[N+]([O-])c1ccc(CSc2ccc(S(=O)(=O)N3CCCCCC3)cn2)cc1	6%	0.0	57	0.6%[50 µM]
CCOC(=O)C1=C(COC(=O)Cc2ccc(OC)c(OC)c2)NC(=O)NC1C (stereo not given)	5%	4.0	57	0.6%[50 µM]
